Mtb UGM inh – blocks M. tuberculosis UGM enzyme. purified UGM, fluorescence polarization probe displacement. inhibition, % at 10 µM. P9WIQ1. AID 504406. 0.06% of 320,000 active; in the data active means inhibition above about 10%, passing the limit was not always enough; inconclusive means no clear call, values can overlap the other calls
Target sequence (P9WIQ1 whole entry, looked up): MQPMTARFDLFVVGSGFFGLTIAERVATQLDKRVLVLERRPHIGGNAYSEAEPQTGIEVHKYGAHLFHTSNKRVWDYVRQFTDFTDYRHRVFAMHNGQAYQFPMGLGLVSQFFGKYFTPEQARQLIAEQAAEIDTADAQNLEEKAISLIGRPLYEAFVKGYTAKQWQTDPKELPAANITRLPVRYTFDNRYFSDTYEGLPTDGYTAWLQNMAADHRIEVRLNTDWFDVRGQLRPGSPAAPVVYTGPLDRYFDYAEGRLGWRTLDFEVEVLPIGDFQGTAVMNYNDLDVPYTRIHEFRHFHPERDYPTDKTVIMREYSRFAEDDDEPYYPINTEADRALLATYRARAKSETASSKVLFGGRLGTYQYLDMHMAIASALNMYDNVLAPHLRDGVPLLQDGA
Mtb FBA inh – inhibits M. tuberculosis FBA enzyme. P9WQA3. purified M. tuberculosis FBA, fluorescence read-out. inhibition, % at 1 µM. 2.3% of 360,000 active. AID 588726; in the data active means inhibition above about 27%;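 further: 0% = vehicle and 100% = reference inhibitor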
Target sequence (P9WQA3 whole entry, looked up): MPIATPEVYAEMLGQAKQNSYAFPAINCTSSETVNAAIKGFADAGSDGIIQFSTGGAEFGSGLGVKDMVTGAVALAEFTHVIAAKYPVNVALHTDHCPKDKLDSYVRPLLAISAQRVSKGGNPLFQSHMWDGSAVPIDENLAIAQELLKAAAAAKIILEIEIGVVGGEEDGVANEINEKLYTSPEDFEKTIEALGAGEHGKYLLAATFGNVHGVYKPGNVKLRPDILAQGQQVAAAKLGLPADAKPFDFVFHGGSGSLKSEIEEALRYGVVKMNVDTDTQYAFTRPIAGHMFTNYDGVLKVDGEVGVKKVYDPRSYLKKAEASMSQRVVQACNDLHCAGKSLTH
BoNT-F LC inh – inhibitors of Botulinum neurotoxin F light chain protease | Multiplex microsphere protease cleavage assay, flow cytometry | 0.22% of 360,000 active | inhibition, % at 10 µM; in the data active means inhibition above about 35%, passing the limit was not always enough; inconclusive means no clear call, values can overlap the other calls; further: plate controls were buffer without enzyme for full effect and enzyme alone for no effect
FadD28 FP inh – inhibitors of Mycobacterium tuberculosis FadD28 bisubstrate binding | FadD28 bisubstrate probe binding, fluorescence polarization | 0.22% of 360,000 active | inhibition, % at 12.5 µM; in the data active means inhibition above about 8.5%, passing the limit was not always enough; inconclusive means no clear call, values can overlap the other calls
BoNT-A LC inh2 – blocks Botulinum neurotoxin A light chain protease. multiplex microsphere protease substrate cleavage, flow cytometry. inhibition, % at 10 µM. 0.17% of 360,000 active. AID 588499; further: plate controls were buffer without enzyme for full effect and enzyme alone for no effect
Anthrax LF prot – anthrax lethal factor protease inhibition; 0.12% of 360,000 active; P15917; multiplex microsphere protease cleavage assay, LF; AID 588501; inhibition, % at 10 µM; further: plate controls were buffer without enzyme for full effect and enzyme alone for no effect
GDH-TPI counter – GDH-TPI coupled enzyme inhibition counter-screen; 1.2% of 360,000 active; GDH-TPI coupled enzyme counterscreen, NADH absorbance; inhibition, % at 4.8 µM; in the data active means inhibition above about 30%;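 further: 0% = DMSO wells and 100% = wells lacking the enzyme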
PfHsp40 yeast – restores yeast growth despite PfHsp40 toxicity; AID 504582; 0.68% of 340,000 active; growth rescue, % at 12.5 µM; S. cerevisiae expressing PfHsp40, growth rescue, ATP luminescence; in the data active means growth rescue above about 28%, passing the limit was not always enough; inconclusive means no clear call, values can overlap the other calls;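 further: yeast W303a lacking pdr1 and pdr3 grown in galactose medium; growth measured after three days at 30 °C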
BioA inh – blocks M. tuberculosis BioA enzyme activity; purified M. tuberculosis BioA enzyme, plate reader; inhibition, % at 9.99 µM; 0.096% of 360,000 active; AID 602481; in the data active means inhibition above about 40%; inconclusive means no clear call, values can overlap the other calls
An asterisk follows results filed as active; ? = inconclusive; / = no result given. Unless noted, no stated cut-off is given here; in the data, active means inhibition above about 30%; inconclusive means no clear call, values can overlap the other calls; inactive means below that.

SMILES	Mtb UGM inh	Mtb FBA inh	BoNT-F LC inh	FadD28 FP inh	BoNT-A LC inh2	Anthrax LF prot	GDH-TPI counter	PfHsp40 yeast	BioA inh
CCCS(=O)c1nc(C)cc(C)c1S(C)(=O)=O (configuration not stated)	0.1	6	-3	-2.0	-1.0	-7	4	-0.5	/
CC(=O)Nc1ccc(-c2ccnc3c2CC(C(=O)Nc2ccccc2)O3)cc1 (configuration not stated)	/	15	-2	-1.6	0.3	12	11	/	5.6
COc1ccc(N2CCN(C(=O)CCc3cc(OC)c(OC)c(OC)c3)CC2)cc1	3.2	-5	-14	-2.7	-1.8	10	-3	0.4	2.8
Cc1ccc2nc(SCC(=O)NCc3ccco3)c(C)cc2c1	-1.0	2	-1	0.2	0.4	-1	3	4.0	0.6
CC(C)Cc1nc2sc3c(=O)[nH]cnc3c2c2c1CCC2	3.0	0	8	-4.3	2.1	4	-4	-1.4	-0.8
CC1=C2C3OC(=O)C(C)C3CCC2(C)C=CC1=NO (configuration not stated)	/	-1	-7	-2.8	-0.1	2	-2	-0.3	-0.4
Cn1cccc1Cc1nnc(SCC(=O)NCCc2ccccc2)n1C	0.9	-3	3	-4.4	0.6	-1	-6	-1.2	/
COc1ccc(-c2cc(Nc3ccccc3NC(=O)C(F)(F)F)n(CCC#N)n2)cc1	/	-1	-10	-1.2	-0.1	-3	12	0.1	3.0
COc1cc(C(=O)Nc2cccc(C)n2)ccc1OCC(=O)N1CCOCC1	3.1	4	-5	-1.7	-0.4	2	6	-1.7	-0.6
CCNC(=O)NC(=O)COC(=O)CCCSc1nc2ccccc2[nH]1	0.6	5	30	-1.5	1.3	-1	5	-0.5	-1.2
O=C(CSc1nnc(C2COc3ccccc3O2)o1)N1CCCC1 (configuration not stated)	-0.2	-1	3	-0.9	-0.6	1	6	-0.9	2.3
CCOc1ccc(CCNC(=O)c2cc3sccc3n2CC)cc1OCC	0.9	-11	0	0.7	0.0	-2	14	6.4	1.3
COc1cc(/C=N/N=C2/NC(=O)C(c3ccccc3)S2)ccc1O (configuration not stated)	-1.6	-4	1	-1.1	0.5	0	54*	-1.2	0.2
COC(=O)c1cc(C(=O)c2cc(Cl)ccc2O)coc1=N	1.4	2	2	0.4	0.9	-6	4	-0.4	-3.2
CCn1c(C)cc2c(c1=O)C(c1ccc3c(c1)OCO3)C(C#N)=C(N)O2 (configuration not stated)	0.9	6	0	1.1	0.9	2	11	0.8	-1.5
O=C(CC12CC3CC(CC(C3)C1)C2)NCO	0.3	3	4	-0.7	0.1	-1	3	-0.2	-0.5
CC(=O)NNC(=O)c1ccncc1	0.4	-2	-3	-3.1	0.2	-3	7	0.4	-2.2
CCc1ncc(CO)n1Cc1cccc2ccccc12	/	3	-2	-1.9	0.3	-7	10	/	0.0
CCOCCCNC(=O)c1cn(CC)c2ccc(S(=O)(=O)N3CCC(C)CC3)cc2c1=O	1.4	-2	8	-2.8	1.1	0	-3	0.9	0.6
CN1CCN(CCC(=O)N/N=C/c2cc([N+](=O)[O-])ccc2OC(F)F)CC1	-1.8	-4	-9	-1.8	0.5	-9	-2	-0.9	0.3
COc1ccc(CC(=O)NC2=NCCS2)cc1	-0.8	7	/	-0.1	/	/	5	0.4	-0.7
CCN1CCCC1CNC(=O)c1ccc(Sc2ccccc2Cl)c([N+](=O)[O-])c1 (configuration not stated)	0.4	7	-12	-2.4	-0.3	-3	1	0.6	2.1
CCCCSc1nc(C)[nH]c1[N+](=O)[O-]	-1.6	-1	/	-1.6	/	/	11	-1.5	-0.5
O=C(O)CC/C(=N/Nc1ncc(C(F)(F)F)cc1Cl)C(=O)O	-2.1	-3	-5	-4.6	-0.1	1	2	0.6	/
CC1(C)CC(=O)C2=C(C1)NC(=O)CC2c1ccccc1F (configuration not stated)	-1.6	4	-9	-6.4	0.2	-1	-6	-0.7	-0.2

Results in PfHsp40 yeast, BoNT-A LC inh2 and BoNT-F LC inh, for some of the entries so far:
compound,PfHsp40 yeast,BoNT-A LC inh2,BoNT-F LC inh
COc1ccc(CC(=O)NC2=NCCS2)cc1,0.4,/,/
CCN1CCCC1CNC(=O)c1ccc(Sc2ccccc2Cl)c([N+](=O)[O-])c1 (configuration not stated),0.6,-0.3,-12
CCCCSc1nc(C)[nH]c1[N+](=O)[O-],-1.5,/,/
O=C(O)CC/C(=N/Nc1ncc(C(F)(F)F)cc1Cl)C(=O)O,0.6,-0.1,-5

New compounds follow
SMILES	Mtb UGM inh	Mtb FBA inh	BoNT-F LC inh	FadD28 FP inh	BoNT-A LC inh2	Anthrax LF prot	GDH-TPI counter	PfHsp40 yeast	BioA inh
OCC[C@H]1C[C@@H](O)[C@H](O)[C@]2(OCCc3ccccc32)O1	4.9	-5	5	-3.5	0.4	3	-10	-0.3	-1.0
COc1ccc(C2C(C(C)=O)=C(O)C(=O)N2c2nccs2)c(OC)c1 (configuration not stated)	-5.7	-5	-1	-1.3	0.1	-1	10	-0.9	/
Cc1ccc(C(=O)C2CCN(CC(=O)NC3CCCCC3)CC2)cc1	1.3	0	1	-0.5	0.1	-5	10	0.9	/
O=C(OCc1cccc(F)c1)c1ccc2c(c1)-c1ccccc1C2=O	1.2	-2	3	3.5	3.9	3	-6	0.2	-0.7
O=C(COc1ccc(Cl)cc1)OCc1ccc(Cl)cc1	/	-3	3	-3.7	-0.1	-7	4	1.6	0.3
O=C(CSc1ncccn1)Nc1ccc(S(=O)(=O)N2CCCCC2)cc1	-0.4	0	7	-0.2	1.0	-2	10	1.1	1.9
CCn1ccnc1CN(C)C(=O)c1cc(COc2ccc(OC)c3ccccc23)on1	-0.6	2	-1	0.8	2.2	-4	0	0.6	2.6
O=C(N/N=C/c1cccs1)c1n[nH]c2c1CCC2	-3.0	-1	-1	-1.5	-0.2	-2	26	-0.3	/
CC(NC(=O)c1ccccc1)C(=O)NNC(=O)c1ccccc1Cl (configuration not stated)	-3.4	-1	-7	-1.3	0.6	0	-2	0.9	-0.5
O=C(Nc1nnc(S(=O)(=O)Nc2ccccc2)s1)c1ccccc1Cl	4.5	-3	-2	-7.2	1.8	-2	9	2.2	0.0
Cc1ccc(-n2c(C)n[nH]c2=S)cc1	-1.7	2	3	0.8	0.8	2	11	0.5	-3.4
Cc1ccc(C)c(S(=O)(=O)N2CCCC2CNC(=O)C(=O)NCc2ccco2)c1 (configuration not stated)	-0.2	1	-4	1.5	3.5	2	8	-0.3	0.4
CCCCC#Cc1ccc2c(c1)COc1c3ccccc3nn1-2	-0.2	2	-7	0.5	-0.8	-18	5	2.2	-0.1
CCOC(=O)c1c(C)nn(Cc2cccc(Cl)c2)c1N	1.0	3	-15	-1.3	-0.1	0	6	0.5	/
Cc1cc(-c2nnc(SCC(=O)Nc3ccc(Cl)cn3)n2N)n[nH]1	-0.4	0	-4	5.1	0.3	-1	1	-1.4	-1.3
CC(=O)NNC(=O)c1sc(=S)n2c1[nH]c(=O)c1sccc12	-3.2	-6	-5	?	-1.1	-5	6	0.3	/
Cc1ccc(NC(=O)CSCC(=O)N(C)Cc2ccc(Cl)c(Cl)c2)cc1	1.0	-3	11	-5.1	2.3	3	2	1.6	-1.8
O=C(O)c1ccc(OC2CSC2)cc1	0.8	1	-3	-2.9	-0.1	-6	0	-1.0	-1.1
O=C(N/N=C/c1ccoc1)c1ccc([N+](=O)[O-])cc1	-0.3	-2	1	-2.5	1.4	4	13	-0.5	3.7
O=C(O)CSc1nc2c(c(=O)[nH]1)CCCC2	2.5	-1	-9	-1.1	-7.7	-2	1	-0.3	/
CCC1CCCCN1Cc1ccc(N)cc1 (configuration not stated)	-2.7	-1	-7	-1.4	0.4	1	5	-0.5	/
COc1ccccc1OCCNC(=O)Nc1ccc(Br)cc1	0.6	-1	-5	-2.5	-0.7	-1	0	0.5	/
CCN(C[C@H]1N[C@@](C)(C(=O)OC)[C@H]2C(=O)N(C)C(=O)[C@@H]12)S(=O)(=O)c1ccc(OC(F)(F)F)cc1	/	-1	1	-1.7	0.1	-3	-5	0.4	-1.0
CCO[C@@H]1OC(C(N)=O)=C[C@H](c2cn(C(C)=O)c3ccccc23)[C@H]1CCCO	-1.1	0	-7	0.3	-0.1	2	6	-1.9	0.2
COc1cc(O)oc1C=Nc1ccccc1	2.3	-5	-6	-0.7	-0.6	-3	1	0.4	0.2
(list continues)
SMILES	Mtb UGM inh	Mtb FBA inh	BoNT-F LC inh	FadD28 FP inh	BoNT-A LC inh2	Anthrax LF prot	GDH-TPI counter	PfHsp40 yeast	BioA inh
c1ccc(-c2csc3ncnc(N4CCOCC4)c23)cc1	0.6	1	-4	-0.2	-0.2	1	-1	-1.4	/
COC(=O)Cc1c(C)c2c(O)cc(C)cc2oc1=O	0.3	9	4	-2.6	0.1	4	15	3.1	1.5
O=C(NCCc1ccc(Cl)cc1)C1(c2ccccc2)CC1	-0.8	-1	22	-3.2	16	2	-2	0.4	-0.7
COC(=O)c1cc(C(=O)OCC(=O)N2c3ccccc3NC(=O)C2(C)C)cc([N+](=O)[O-])c1	-0.8	0	-9	-0.2	-0.3	1	1	5.1	/
CC1CCN(C(=O)c2[nH]cnc2C(=O)N2CCN(C(=O)OC(C)(C)C)CC2)CC1	-0.1	3	-4	-1.7	-0.2	0	5	-1.2	-0.7
CCCn1c(N)c(N(CCOC)C(=O)c2cccc(F)c2)c(=O)[nH]c1=O	-0.5	3	-7	1.3	-1.6	1	5	0.5	8.3
COc1ccc(/C=N/NC(=O)c2ccco2)cc1Cn1nc(C)cc1C	-0.5	-1	-5	-3.7	16	6	15	0.0	/
COc1ccc(Br)c(C(=O)Nc2cccc(Cl)c2Cl)c1	-9.2	-1	-1	-4.6	0.6	-1	-7	-0.4	/
CC(N)C(=O)NC(C(=O)NC(C)C(=O)Nc1cccc2ccccc12)C(C)C (configuration not stated)	/	10	2	-1.5	0.1	-6	18	/	-4.3
C/C(=N\NC(=O)c1c([N+](=O)[O-])c(C)nn1C)c1ccc(NC(=O)c2ccc(C)o2)cc1	1.4	3	2	0.9	3.5	-2	26	-0.3	-2.8
Cc1ccc(NCC(=O)N/N=C\C(Br)=C\c2ccccc2)cc1	-1.1	2	-7	-2.2	-2.2	-1	11	-0.6	0.1
CCOC(=O)C(CC)Sc1cc(C)nc2ccc(OC)cc12 (configuration not stated)	3.3	4	0	-2.3	0.1	-1	-1	0.2	0.9
CC/C(=N\NC(=O)c1csc(C)c1C)c1cccs1	1.5	-1	30	-1.7	0.2	-1	3	0.5	0.9
C[C@H](O)[C@@H]1CN2CCc3c([nH]c4ccccc34)[C@@H]2C[C@@H]1N(C)C(=O)OCc1ccccc1	/	19	-18	1.5	3.4	-4	/	/	2.1
Cc1ccn2c(=O)nc(SCC(=O)N3CCC(C)CC3)nc2c1	-2.1	-1	-14	-3.2	-3.7	14	8	-0.9	-0.4
CCn1cc(CNCc2c(C(=O)N3CCCCC3)nc3c(C)cccn23)cn1	-0.7	2	4	-1.6	-0.1	-2	11	-2.3	/
Cc1ccc(S(=O)(=O)N2CCCN(C)CC2)cc1	1.2	1	-3	-3.4	-4.2	-7	-11	-0.3	3.0
CCCCN(C(=O)CSCC(=O)Nc1ccc(C)cc1)c1c(N)n(CC(C)C)c(=O)[nH]c1=O	0.5	2	0	-1.4	0.8	4	0	-0.1	-0.8
Cc1cc(C)cc(C(=O)NCc2ccc3c(c2)OCO3)c1	-1.8	1	?	-2.3	-1.0	12	-4	0.6	7.0
COc1ccc(Cl)cc1NC(=O)C1CCCN(S(=O)(=O)c2cccc3nonc23)C1 (configuration not stated)	/	2	4	-1.2	1.3	2	13	-1.2	-1.7
CCC(=O)NC(c1ccccc1)c1c(OC(C)=O)ccc2ccccc12 (configuration not stated)	0.9	1	-4	-2.2	-0.7	4	-7	-0.4	/

Individual results from the list.
In Mtb UGM inh, O=C(O)c1ccc(OC2CSC2)cc1 is listed with 0.8
In Mtb FBA inh, CCc1ncc(CO)n1Cc1cccc2ccccc12 is listed with 3
In PfHsp40 yeast, COC(=O)Cc1c(C)c2c(O)cc(C)cc2oc1=O is listed with 3.1
